E coli WT inh: growth inhibitors of wild type E. coli, primary screen, strain BW25113 wild type, absorbance readout | E. coli BW25113 growth inhibition, OD600 | inhibition, % at 10 µM | 20,000 compounds, 0.05% hits | AID 552, 2006; in the data active means inhibition above about 40%;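 further: bacteria exposed to compound for 20 hours at 37 °C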
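Material: bacterial strain in a whole-cell growth screen; Amount: inoculum from a 1:1000 dilution of a 1.5 h subculture; Buffer or medium: LB plus kanamycin 50 µg/mL; Dosing: one dose, 10 µM final; Times: compound exposure of 20 h at 37 °C; Measured by: absorbance at 615 nm as a measure of bacterial growth.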
* hit, by the source's call. Only part of the results is shown; count on the stated rates, not on these rows.

Start of the listing, in advance, 4 compounds:
SMILES | E coli WT inh
COc1ccc(CCNC(=O)CCN2C(=O)C3CC=CCC3C2=O)cc1OC (centres undefined) | 4
CCCNc1nc2c(c(=O)n(C)c(=O)n2C)n1Cc1cccc(C)c1 | 7
C=CCNC(=O)C1CC(=O)N(c2ccc(OCC(=O)Nc3ccccc3)cc2)C1 (centres undefined) | -5
COCc1cc(C)nc(NC2CCCCC2)c1C#N | -4

Results, previewed entries included:
SMILES | E coli WT inh
COc1ccc(CCNC(=O)CCN2C(=O)C3CC=CCC3C2=O)cc1OC (centres undefined) | 4
CCCNc1nc2c(c(=O)n(C)c(=O)n2C)n1Cc1cccc(C)c1 | 7
C=CCNC(=O)C1CC(=O)N(c2ccc(OCC(=O)Nc3ccccc3)cc2)C1 (centres undefined) | -5
COCc1cc(C)nc(NC2CCCCC2)c1C#N | -4
CC(=O)N1CCc2cc(S(=O)(=O)NCCC(=O)NC3CCCc4ccccc43)ccc21 (centres undefined) | -1
COc1ccc(NC(=O)C23CCC(C)(C(=O)C2)C3(C)C)cc1 (centres undefined) | 8
O=C(Nc1ccc(N2CCN(Cc3ccccc3)CC2)cc1)c1ncn[nH]1 | -11
CS(=O)(=O)N(CC(=O)NCCC1=CCCCC1)C1CCCCC1 | 3
O=C1C=C(NCc2ccco2)C2(CCCCC2)O1 | -5
Cc1cc(C(=O)CSc2nc3ccccc3[nH]2)c(C)n1C | -4
CCOc1cc(C)c(S(=O)(=O)NC2CCCCC2)cc1C | 2
CC(C)Cc1nc(N2CCN(C(=O)c3ccco3)CC2)c(C#N)c2c1CCC2 | 14
CN1CCN(S(=O)(=O)c2cccc(S(=O)(=O)c3ccc(Cl)cc3)c2)CC1 | -20
CC(=O)C(C(C)=O)c1c(Cl)c(O)c(O)c2c(C(=O)c3ccccc3)coc12 | -20
O=C(CSc1nc2[nH]ncc2c(=O)n1-c1ccccc1)c1ccc2c(c1)OCCO2 | 6
O=C(COc1ccc(S(=O)(=O)NC2CCCCC2)cc1Cl)NCC1CCCO1 (centres undefined) | -8
Cc1cc(/C=N/n2cnnc2)c(C)n1-c1ccc(Cl)cc1Cl | 3
O=C1C2CC=CCC2C(=O)N1c1ccc(Cc2ccncc2)cc1 (centres undefined) | 17
CCc1nc(SCC(=O)NCc2ccco2)c2c3c(sc2n1)CCCC3 | 9
CCS(=O)(=O)CCn1c([N+](=O)[O-])cnc1C | 3

Random excerpt: 6 compounds from above.
SMILES | E coli WT inh
O=C(Nc1ccc(N2CCN(Cc3ccccc3)CC2)cc1)c1ncn[nH]1 | -11
CCS(=O)(=O)CCn1c([N+](=O)[O-])cnc1C | 3
COc1ccc(NC(=O)C23CCC(C)(C(=O)C2)C3(C)C)cc1 (centres undefined) | 8
Cc1cc(/C=N/n2cnnc2)c(C)n1-c1ccc(Cl)cc1Cl | 3
CCOc1cc(C)c(S(=O)(=O)NC2CCCCC2)cc1C | 2
CS(=O)(=O)N(CC(=O)NCCC1=CCCCC1)C1CCCCC1 | 3

Later entries.
SMILES | E coli WT inh
O=C(Nc1ccc2oc(-c3ccncc3)nc2c1)c1cccs1 | -6
CC1=C(C(=O)Nc2ccccc2)C(c2ccccn2)n2nc(CCCO)nc2N1 (centres undefined) | 1
Cc1c(C(=O)O)sc2nc3n(c(=O)c12)CCC(C)CC3 (centres undefined) | 18
Cc1ccc(-c2csc3nnc(SCC(=O)NCc4ccc5c(c4)OCO5)n23)cc1 | -17
O=C1COc2ccc(C(=O)NCc3ccc4c(c3)OCO4)cc2N1 | 2
CCOC(=O)CCS(=O)(=O)c1nc(-c2ccccc2)cc(C(F)(F)F)n1 | -19
CCn1c(CNC(C)=O)nnc1SCC(=O)c1ccc(Br)cc1 | 0
COC(=O)c1ccc2ncccc2c1 | -3
CCOc1ccccc1C(=O)NCc1ccc2c(c1)OCO2 | -6
COc1cccc(N2CCN(C(=O)NC3CCCCC3)CC2)c1 | -11
CC1(C)OC(=O)C(=CNc2ccccc2)C(=O)O1 | 8
S=c1[nH]nc(Cc2ccccc2)n1-c1ccccc1 | 16
CC(C)Cn1c(=O)c2ccccc2c2ccccc2c1=O | -11
Cc1ccc(C(=O)NC2CCS(=O)(=O)C2)cc1S(=O)(=O)N1CCOCC1 (centres undefined) | -18
CC(=O)CC(=O)NC(=NC1CCCCC1)Nc1nc(C)cc(C)n1 | -13
Cc1cc(C)cc(OCC(=O)Nc2ccccc2C(=O)NCc2ccco2)c1 | -20
O=C(NCC1CCCO1)c1cc(-c2ccncc2)nc2ccc(S(=O)(=O)N3CCOCC3)cc12 (centres undefined) | -3
O=C(c1ccco1)N1CCN(c2cccc(Cl)c2)CC1 | 5
O=C(O)C(Cc1cc2ccccc2[nH]1)N1C(=O)C2CC=C(Cl)CC2C1=O (centres undefined) | -20
O=C(Nc1ccc2nc(-c3cccs3)[nH]c2c1)c1cccs1 | -21
c1ccc(Oc2cccc(OCCn3cncn3)c2)cc1 | -1
O=C(CC1Oc2ccccc2NC1=O)NCCCN1CCOCC1 (centres undefined) | 8
O=C(O)CCCNS(=O)(=O)c1ccc(NCc2ccccc2)c(C(=O)O)c1 | -5
COc1ccccc1NC(=O)C1=C(C)NC(SCC(=O)c2ccc(C)cc2)=C(C#N)C1c1ccco1 (centres undefined) | 0
NC(=O)c1cc(-c2ccccc2)nc(N2CCOCC2)n1 | 4
Cc1ccc(Oc2ccc(-c3nc(N)nc(N)n3)cc2)cc1 | 0
COC(=O)c1ccc(C(=O)OC)c(NC(=O)CSc2nc(-c3ccco3)cc(C(F)(F)F)n2)c1 | -8
CN(C)CCCNc1cc(Cl)c(S(=O)(=O)N2CCCCC2)cc1C(=O)O | -11
CCC(=O)Nc1ccc(NC(=O)c2ccccn2)cn1 | -2
CCCC(=O)Nc1ccc(N2CCOCC2)cc1 | 1
COCCN(CCOC)c1ncnc2c1cnn2-c1ccccc1 | -1
COc1ccc(-n2c(Cc3cccn3C)nnc2SCC(=O)Nc2ccccc2)cc1 | 4
Cc1nc(Nc2cccc(C(F)(F)F)c2)nc2c1C(=O)CC(C)C2 (centres undefined) | -13
Cc1ccccc1-n1c(Cn2c(=O)sc3ccccc32)nnc1SCC(N)=O | 11
COCCCNC(=O)Nc1ccc(Br)cc1Cl | -18
CC(=O)NC(Cc1c[nH]c2ccccc12)C(=O)NCc1ccc2c(c1)OCO2 (centres undefined) | -19
CCc1nnc(NC(=O)c2c(OC)cccc2OC)s1 | 4
O=C(CSc1nnc(Cn2nnc(-c3ccccc3)n2)n1-c1ccccc1)Nc1ccc(F)cc1 | -3
O=C(O)C1CCCN1c1ncnc2ccccc12 (centres undefined) | -20
Cc1nc2sc(C(c3ccc(Br)cc3)N3CC(C)OC(C)C3)c(O)n2n1 (centres undefined) | 13

Ordered by count of non-hydrogen atoms (highest first): 5 of the compounds above.
SMILES | E coli WT inh
COC(=O)c1ccc(C(=O)OC)c(NC(=O)CSc2nc(-c3ccco3)cc(C(F)(F)F)n2)c1 | -8
Cc1ccccc1-n1c(Cn2c(=O)sc3ccccc32)nnc1SCC(N)=O | 11
Cc1nc(Nc2cccc(C(F)(F)F)c2)nc2c1C(=O)CC(C)C2 (centres undefined) | -13
NC(=O)c1cc(-c2ccccc2)nc(N2CCOCC2)n1 | 4
CCCC(=O)Nc1ccc(N2CCOCC2)cc1 | 1

Additional structures.
SMILES | E coli WT inh
Cc1ccc(-c2nnc(-c3ccc(Br)cc3)o2)o1 | 19
O=C1CC(Sc2ncccn2)C(=O)N1c1ccccc1C(F)(F)F (centres undefined) | -20
COc1ccc(N2C(=O)CC(N3CCN(C4CCc5ccccc5C4)CC3)C2=O)cc1 (centres undefined) | -10
COC(=O)c1ccccc1NC(=O)C1CC(c2ccccc2O)=NO1 (centres undefined) | -6
O=C(CCSc1ccccc1)Nc1ncccn1 | -13
C=CCn1c(SCC(=O)NC2CCCCC2)nnc1C(C)NC(=O)c1cccs1 (centres undefined) | -20
O=C(c1cccnc1)N1CCc2ccccc21 | 3
O=C(O)c1cccc(S(=O)(=O)N2CCOCC2)c1 | -1
Cc1nc2c(=O)oc3ccccc3c2n1-c1ccccc1 | -2
c1ccc(-c2nc(N3CCOCC3)c3ccccc3n2)nc1 | -19
O=C(NCc1nc(-c2ccccc2)no1)c1ccc(Br)o1 | -6
Cc1ccccc1-n1c(N)cc(=O)[nH]c1=S | -15
CCOC(=O)N1CCC(N(C(=O)Nc2cccc(OC)c2)C(C)CC)CC1 (centres undefined) | 9
COc1ccc(OCC(=O)N2CCN(C(=O)Cc3ccccc3)CC2)cc1 | -2
CC(=O)NC(CCS(C)(=O)=O)C(=O)Nc1cc(C)on1 (centres undefined) | 13
CCn1c(CNC(=O)COc2c(C)cccc2C)nnc1SCC(=O)Nc1nccs1 | 4
CN1CCN(S(=O)(=O)c2ccc(Sc3nnc(-c4cccs4)n3-c3ccccc3)nc2)CC1 | 6
CCCn1c(N2CCN(CC(=O)Nc3ccc4c(c3)OCCO4)CC2)nc2ccccc21 | -4
O=C(O)CSC1CC(=O)N(c2ccc(Cl)c(Cl)c2)C1=O (centres undefined) | -3
CCOC(=O)C1=C(C)Nc2nnnn2C1c1ccc(OC)c(Br)c1 (centres undefined) | 9
Cc1cc(S(=O)(=O)NC2CCCCC2)ccc1OCC(=O)NCc1ccccn1 | -9
O=C(C1CCCO1)N1CCN(c2ncccn2)CC1 (centres undefined) | -23
O=C(Nc1ccccc1-c1nc2ccccc2o1)c1ccc2c(c1)OCCO2 | 17
CCCSCCCNC(=O)Cn1cc2c(n1)CCC(C)C2 (centres undefined) | 11
O=C(c1ccncc1)N1CCN(C(=O)c2cccs2)CC1 | -6
O=C(Nc1ccc(Oc2ccc(Cl)cc2)cc1)c1ncn[nH]1 | -20
Fc1ccc(CNc2ccc(CNc3ncn[nH]3)cc2)cc1 | 6
CCOC(=O)c1ccccc1NC(=O)N1CCn2c(C)ccc2C1CC (centres undefined) | 2
COc1cc(C)c(Cl)cc1S(=O)(=O)NCc1ccncc1 | 6
CCCc1nc(N2CCOCC2)c(C#N)c2c1CCCC2 | 4
Cc1cc(C)nc(SCC(=O)Nc2ccc(N3CCOCC3)cc2)n1 | -16
CCOC(=O)c1ccc(NC(=O)CC2C(=O)N(c3cccc(OC)c3)C(=O)N2CCOC)cc1 (centres undefined) | -19
O=C(Nc1cccc(C(=O)N2CCCC2)c1)c1ccccc1 | 3
CCOc1cc(-c2nc(-c3ccccc3OC)no2)cc(OCC)c1OCC | -5
CN(C)CCCN1c2ccccc2CCc2ccc(Cl)cc21 | 2
O=C(O)c1ccc(NS(=O)(=O)c2ccc(Cl)c(Cl)c2)cc1O | -13
Cc1ccc2cc(CN(Cc3ccc4c(c3)OCO4)Cc3nnnn3Cc3ccco3)c(=O)[nH]c2c1C | 8
COc1ccccc1OCC(=O)Nc1oc(-c2ccccc2)c(-c2ccccc2)c1C#N | -17
CC(C)OC(=O)C(C)(C)Oc1ccc(C(=O)c2ccc(Cl)cc2)cc1 | 0
CCn1c(=O)cc(OCC(=O)NCCCN2CC(C)CC(C)C2)c2ccccc21 (centres undefined) | 7
C/C(Cl)=C/CN1C(=O)C2C3C=CC(C3)C2C1=O (centres undefined) | 6
COC(=O)COc1ccc(S(=O)(=O)NCc2ccco2)cc1Cl | -27
CCCn1c(=O)c2[nH]c(C3CCCC3)nc2n(CCC)c1=O | -4
CN/C=C1\C(=O)C(C)(C)Oc2ccc3ccc(=O)oc3c21 | -1
Cc1ccc2oc(=O)c3cnn(CC(=O)N4CCCCC4C)c3c2c1 (centres undefined) | 0
CSc1nc(-c2ccco2)nn1C(=O)c1cccs1 | 2
CCc1ccc(CC)c(S(=O)(=O)Nc2ccc(O)c(C(=O)O)c2)c1 | -3
COc1nnc(-c2ccc(N3CCOCC3)c(NC(=O)c3ccco3)c2)c2ccccc12 | -13
CC(C)Cc1nc(SCC(=O)NCc2ccccc2)n[nH]1 | -21
O=C(Sc1nnnn1C1CCCCC1)c1cccs1 | -7
OCCNCC(O)Cn1ccc2ccccc21 (centres undefined) | -2
CCc1nnc(NC(=O)C2CCCN2S(=O)(=O)c2ccc(C)cc2)s1 (centres undefined) | 3
COc1cccc(S(=O)(=O)Nc2ccc(C(=O)N3CCOCC3)cc2)c1 | -22
Cc1c(NS(=O)(=O)c2ccc3c(c2)c(=O)n(C)c(=O)n3C)c(=O)n(-c2ccccc2)n1C | -3
O=C(CSc1nnc(-c2ccco2)o1)N1c2ccccc2CCc2ccccc21 | -19
CC1=C(C(=O)Nc2ccc(F)cc2)C(c2ccncc2)C2=C(CCCC2=O)N1 (centres undefined) | 0
Cc1coc2c(C)c3oc(=O)c4c(c3cc12)CCC4 | -17
O=C(CCCN1C(=O)CCC1=O)Nc1ccc(Cl)c(C(F)(F)F)c1 | -11
CC1CCN(S(=O)(=O)c2ccc3[nH]c(=O)cc(C(=O)O)c3c2)CC1 | 10
CCC(C)(C(=O)NC1CCCCC1)N(Cc1ccco1)C(=O)c1ccc2c(c1)OCO2 (centres undefined) | 1

Continuation.
SMILES | E coli WT inh
COc1ccc(-c2noc(COc3ccc4c(c3)OCO4)n2)cc1OC | -10
O=C(CN1CCN(c2ncc(C(F)(F)F)cc2Cl)CC1)Nc1ccc2c(c1)OCO2 | 11
CCOC(=O)COc1ccc(S(=O)(=O)Nc2ccc3c(c2)OCO3)cc1 | -8
Cc1cc(=O)[nH]c(SCC(=O)Nc2ccc(S(=O)(=O)N3CCCCC3)cc2)n1 | -24
Cc1nn(CC(=O)N2CCN(Cc3ccccc3)CC2)c(=O)c2ccccc12 | -21
Cc1ccc(O)c(Sc2cc(C)ccc2O)c1 | 9
COc1ccccc1-c1nc(-c2cccc(C)c2)no1 | -15
CCn1cc(C(=O)NCCCOC)c(=O)c2cc(S(=O)(=O)N(C)C3CCCCC3)ccc21 | 10
Clc1ccc(Nc2nc(-c3cccs3)cs2)nc1 | -22
C=CCNC(=O)c1ccc(Cl)cc1Cl | -1
CSc1nc(N2CCOCC2)c2c3c(sc2n1)CCC3 | -12
Cc1cc(-c2nnc3sc(-c4ccc(Cl)cc4Cl)nn23)n[nH]1 | -10
COCc1nnc(SCC(=O)NC(C)c2ccccc2)n1-c1ccccc1 (centres undefined) | -6

Screens deposited in PubChem BioAssay by SRMLSC.
